Assay outcomes: PubChem BioAssay, The Scripps Research Institute Molecular Screening Center
GAA850 FXN act = activators of GAA850 frataxin (FXN) promoter; HEK293 lucGAA850 FXN promoter luciferase reporter, 24 h; percent of 10 µM SAHA response; activation, % at 6 µM; hit rate 0.56% among 360,000;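 active = activation above the average of all compounds screened plus 3 SD, cutoff fixed separately per campaign, cut at about 7.5% in these data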;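 also: 0% = DMSO wells and 100% = 10 µM SAHA wells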
PLC-beta3 inh = blocks human PLC-beta3 enzyme activity; hit rate 0.18% among 370,000; Q01970; inhibition, % at 12.2 µM; Purified PLC-beta3, fluorogenic substrate, fluorescence; in the data active = inhibition above about 11%;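 also: 0% = median of compound wells on plate and 100% = full blocker control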
ADAM10 inh = inhibitors of human ADAM10. O14672. recombinant ADAM10, EDANS/DABCYL FRET peptide cleavage, 3 h. inhibition, % at 7 µM. hit rate 0.62% among 370,000. AID 720582;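 active = inhibition above a per-campaign cutoff equal to the mean of compounds falling between control-based bounds plus 3 SD, cut at about 20% in these data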;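 also: 0% = DMSO wells while the 100% control is not disclosed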
Target sequence (O14672 214-748 limits assumed): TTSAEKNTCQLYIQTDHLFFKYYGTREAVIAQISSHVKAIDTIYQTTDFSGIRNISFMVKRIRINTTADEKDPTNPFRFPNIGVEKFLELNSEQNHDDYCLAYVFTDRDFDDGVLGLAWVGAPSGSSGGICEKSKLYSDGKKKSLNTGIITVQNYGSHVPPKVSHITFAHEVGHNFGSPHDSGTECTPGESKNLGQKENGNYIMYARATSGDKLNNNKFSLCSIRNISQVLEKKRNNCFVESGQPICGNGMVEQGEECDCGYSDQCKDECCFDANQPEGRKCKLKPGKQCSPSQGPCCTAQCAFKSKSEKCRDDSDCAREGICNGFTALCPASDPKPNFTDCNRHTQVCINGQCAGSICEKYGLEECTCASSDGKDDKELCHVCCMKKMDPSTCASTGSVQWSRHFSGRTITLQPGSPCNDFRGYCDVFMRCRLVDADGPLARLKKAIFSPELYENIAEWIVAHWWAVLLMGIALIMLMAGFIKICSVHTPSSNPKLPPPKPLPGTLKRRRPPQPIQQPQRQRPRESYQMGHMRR
DAX1 inh-1 = DAX1 (NR0B1) inhibition, primary screen. HEK293T StAR-luciferase reporter, SF-1/DAX-1 repression relief. hit rate 1.1% among 370,000. inhibition, % at 6.8 µM. AID 652010;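 active = inhibition above the mean over all tested compounds plus 3 SD, cut at about 3.6% in these data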;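 also: 0% = DAX-1 cells with DMSO and 100% = cells lacking DAX-1 with DMSO; higher inhibition means more luminescence from relief of DAX-1 repression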
hgDAF12 agonist = agonists of H. glycines DAF-12 nuclear receptor; AID 687014; activation, % at 6.8 µM; hit rate 1.8% among 370,000; HEK293 GAL4-hgDAF12 UAS-luciferase reporter, agonist luminescence; normalized to butyrate control;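 active = activation above a cutoff set at the mean of all screened compounds plus 3 SD, cut at about 10% in these data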;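 also: 0% = DMSO wells and 100% = sodium butyrate wells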
hcDAF12 agonist = activates DAF-12 receptor from parasite H. contortus; HEK293 hcDAF-12 lit1-tk-luc reporter, luminescence; 0% DMSO, 100% Δ7-dafachronic acid; activation, % at 6.8 µM; hit rate 1.4% among 370,000; AID 652067;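 active = activation above the mean of all tested compounds plus 3 SD, cut at about 5.5% in these data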;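 also: 100% = response to 3 µM Δ7-dafachronic acid high control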
DAX1 inh-2 = NR0B1 (DAX1) inhibition; P51843; HEK293 Gal4-DAX1 luciferase reporter, luminescence; inhibition, % at 6.75 µM; hit rate 0.99% among 340,000; AID 504766;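 active = inhibition above the mean over all tested compounds plus 3 SD, cut at about 4.2% in these data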;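 also: 0% = DAX1-transfected cells with DMSO and 100% = empty-vector control cells with DMSO; inhibition shows as a rise in luminescence from relieved DAX1 repression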
Target sequence (P51843 207-470 limits assumed): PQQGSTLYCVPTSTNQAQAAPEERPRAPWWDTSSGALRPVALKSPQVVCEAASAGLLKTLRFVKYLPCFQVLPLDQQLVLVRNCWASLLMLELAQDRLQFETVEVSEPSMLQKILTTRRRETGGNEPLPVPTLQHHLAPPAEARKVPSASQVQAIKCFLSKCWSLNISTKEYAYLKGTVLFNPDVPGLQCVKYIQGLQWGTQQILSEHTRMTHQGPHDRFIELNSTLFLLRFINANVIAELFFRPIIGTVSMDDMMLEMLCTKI
ADAM17 inh = inhibitors of human ADAM17; recombinant ADAM17, EDANS/DABCYL FRET peptide cleavage; inhibition, % at 6.95 µM; hit rate 0.83% among 370,000;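 active = inhibition above the mean of compounds lying between control limits plus 3 SD, set per campaign, cut at about 8.5% in these data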;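 also: 0% = DMSO-only wells as the low control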
sPLA2-III inh = Blocks human group III sPLA2 activity. hit rate 0.56% among 370,000. inhibition, % at 12.2 µM. Q9NZ20. QFRET BODIPY PC-A2 liposome hydrolysis, fluorescence;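 active = inhibition above mean plus 3 SD of compounds lying within the high and low control bounds, cut at about 19% in these data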;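 also: 0% = median of test compound wells and 100% = no enzyme DMSO wells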
PLC-gamma1 inh = PLC-gamma1 (human) inhibition, primary screen; AID 720700; purified PLC-gamma1, fluorogenic substrate, fluorescence; inhibition, % at 12.2 µM; hit rate 0.84% among 370,000; P19174; in the data active = inhibition above about 9.5%
ssDAF-12 act = S. stercoralis DAF-12 activation, primary screen. AID 652126. hit rate 1% among 370,000. activation, % at 6.8 µM. HEK293 ssDAF-12/GRIP1 lit1-tk-luc reporter, luminescence; % of 3 µM dafachronic acid response;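 active = activation above the mean over all tested compounds plus 3 SD, cut at about 0.9% in these data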;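 also: 0% = DMSO-only wells and 100% = 3 µM delta7-dafachronic acid wells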
* marks the source's active call; other numbers are inactive results; i = inactive; . = no result given.

SMILES	GAA850 FXN act	PLC-beta3 inh	ADAM10 inh	DAX1 inh-1	hgDAF12 agonist	hcDAF12 agonist	DAX1 inh-2	ADAM17 inh	sPLA2-III inh	PLC-gamma1 inh	ssDAF-12 act
CC(=O)OCCC(C)C	0.8	8	-11	-0.8	0.8	-2.4	5.9*	0	7	6	0.2
O=C(CCS(=O)(=O)c1cccs1)Nc1ccc(C(=O)NCc2ccc(F)cc2)cc1	1.9	10	8	-1.6	-3.7	-0.8	-0.7	4	-19	9.6*	-1.2
CC(C)(C)c1ccc(S(=O)(=O)Nc2ccc3c(c2)COC3=O)cc1	1.8	-3	2	0.0	-1.3	-0.9	-0.9	2	-23	-5	-1.1
NC(=O)C1=C[C@@H](C2CCCCC2)C[C@@H](OCCCCO)O1	0.7	-5	-17	-0.2	0.6	-1.6	0.4	-7	5	-4	-1.1
COc1ccc(C(=O)NC2CC(C)(C)Cc3c2cnn3-c2ccccc2C)c(OC)c1OC (stereo not given)	1.6	-3	11	-4.4	-2.2	-2.1	0.0	4	-4	-1	-1.3
CCOC(=O)c1[nH]c2ccc(Br)cc2c1NC(=O)CNC	0.1	0	-4	-0.1	1.8	9.9*	0.9	-3	4	-1	0.1
O=c1ccc(-c2ccc(S(=O)(=O)NCc3cccc(Br)c3)s2)n[nH]1	1.8	-10	-11	-0.4	-0.9	-2.5	0.3	-6	-19	-4	-1.0
CCCC1CCC2(CCC(=O)N2CCSc2ccccc2)CC1 (stereo not given)	.	4	6	-0.5	0.2	2.8	.	3	3	4	-0.9
O=C(NC(c1ccc(-c2ccccc2)cc1)c1cnccn1)C1CCN(Cc2cccs2)CC1 (stereo not given)	-0.5	1	-5	-1.4	0.9	-1.4	.	-2	-18	-2	-1.2
O=C(Cc1ccc(NC(=O)C2CCCN(C(=O)C3CC3)C2)cc1)Nc1cccc(C(=O)N2CCCC2)c1 (stereo not given)	-0.5	2	1	0.7	-1.6	0.2	-0.3	-1	-3	1	-1.7
Cc1nc2c(OCc3cc(Cl)cc(Cl)c3)cccn2c1N(C)C(=O)CCC1CCCC1	-3.7	-4	8	-2.5	-3.0	-2.6	.	11*	0	-1	-1.3
COc1ccc(CNc2nn3c(-c4cccc(C(=O)N(C)C)c4)cnc3s2)cc1	-2.0	1	0	-2.1	0.9	-4.6	.	2	-6	6	-2.2
CN(C)c1oc(-c2ccc(Cl)cc2)nc1S(=O)(=O)c1ccccc1	0.2	3	-1	0.0	3.2	0.6	-1.7	0	4	2	-1.6
C=C(C)c1ccc(C(C)(C)NC(=O)N(Cc2ccccc2)Cc2ccco2)cc1	-1.2	4	-3	0.1	-2.8	-1.8	0.6	-2	-4	0	-1.9
Nn1cnnc1N/N=C/c1cc([N+](=O)[O-])c(Cl)cc1Cl	-1.7	9	-1	-0.7	-3.2	-1.6	-1.1	3	12	13*	-1.1
C=CCn1c(SCCN2C(=O)c3ccccc3C2=O)nc2scc(-c3ccc(F)cc3)c2c1=O	2.3	6	13	0.7	-4.1	0.4	0.6	7	5	13*	-0.4
CC(=O)Nc1ccc(NC(C)=C(C#N)C#N)cc1	1.5	1	-4	-0.2	-1.9	0.6	4.3*	-1	20*	-2	-1.0
O=C(NCc1ccncc1)C(=O)NCC(c1ccco1)N1CCN(c2ccccc2)CC1 (stereo not given)	0.3	-5	-9	-0.5	-5.0	-0.5	2.3	-5	10	2	-1.5
O=C(c1cccc(S(=O)(=O)N2CCOCC2)c1)N1CCN(c2ncccn2)CC1	2.1	-7	-26	-1.5	-0.6	-1.7	-0.1	-10	14	-5	-2.1
CN1C(=O)C(CCC(N)=O)NC1=S (stereo not given)	0.4	-9	-4	0.4	1.2	-0.5	0.6	-4	10	0	-0.4
COCCn1c(C)cc(C(=O)CSc2nnc(-c3cccnc3)n2-c2ccccc2F)c1C	-2.0	-20	-5	0.2	0.7	-1.4	-0.6	1	-5	-9	-1.0
COc1ccc(-c2sc(Nc3ccccc3)n[n+]2-c2ccc(F)cc2)c(OC)c1OC	-0.5	5	2	-0.3	2.0	-0.6	-0.6	-2	14	3	-0.8
Cc1ccc(NC(=O)CCc2nnc3ccc(N4CCC5(CC4)OCCO5)nn23)nc1	-1.2	-7	7	0.9	-1.2	0.1	0.6	0	5	0	-1.4
Cc1csc(NC(=O)c2oc3ccccc3c2C)n1	2.5	-38	-4	14*	19*	18*	1.7	0	-4	-40	2.1*
Cc1cccc(C(C)C)c1-n1nnnc1-c1ccccc1	4.5	0	-2	0.1	-2.0	-2.2	-1.6	-3	-3	-1	-2.0
Cc1noc2ncnc(Oc3ccccc3)c12	0.5	1	-5	0.5	0.0	-1.7	0.7	-3	5	4	-1.1
CCCN(CCC)C(=O)C1CCN(c2ccc(S(=O)(=O)N3CCOCC3)cc2[N+](=O)[O-])CC1	-0.1	-4	-8	-1.4	1.5	-0.7	1.0	-1	-3	-1	-1.9
O=C(CCSCc1ccccc1)Nc1ccc2c(c1)OCCO2	2.4	-8	4	1.5	7.0	0.5	0.9	3	-6	5	-1.0
N#CCCN1CCN(S(=O)(=O)c2ccc(S(=O)(=O)NC3CCCCC3)cc2)CC1	-0.2	2	-6	-0.4	-4.0	-2.9	4.7*	0	-7	1	-1.2
Cc1ccc(NNC(=O)C(O)(c2cccc(C(F)(F)F)c2)c2cccc(C(F)(F)F)c2)cc1	-1.1	-40	26*	-0.7	-0.8	1.4	0.0	7	-1	-8	-0.4
Cn1c(=O)c2c(ncn2CC(=O)OCC(=O)Nc2ccc(Cl)cc2Cl)n(C)c1=O	-0.4	0	-9	-0.6	0.3	-1.0	1.7	-3	4	0	-1.0
CC(C)OCCCn1c(-c2ccco2)nc2nc3ccccc3nc21	-1.4	-203	i	-1.3	-0.6	-2.3	0.8	-219	-10	-141	-1.3
CC(=O)c1c(N2CCN(c3cccc(Cl)c3)CC2)nc(=S)n(-c2ccccc2)c1C	-0.8	-12	5	0.3	-1.3	0.3	-1.1	2	2	-6	-0.8
COc1ccc(N2C(=O)CC(Nc3cccc(C(C)=O)c3)C2=O)cc1OC (stereo not given)	0.9	-72	-8	0.6	0.5	-0.4	0.5	-4	-2	-41	-1.1
Cn1nc(C(=O)NCc2ccccc2)cc1C(=O)NCc1ccccc1	-0.8	-1	12	0.5	-2.8	-2.2	-1.4	-5	14	3	-1.4
CCCCN1CC(=O)N2[C@H]3c4cc(C)ccc4OC[C@@H]3[C@H](C(=O)OCC)[C@]2(C)C1=O	1.1	-4	-11	-0.5	-2.5	-2.4	0.6	-4	-9	-3	-1.2
COc1ccc(Cl)cc1NC(=O)C(C)N1CCN(C/C=C/c2ccccc2)CC1 (stereo not given)	1.5	3	10	-0.9	-0.5	0.3	-0.4	7	-23	7	-1.0
O=C1c2cccc3c2C2(O)c4c1cccc4C(=O)c1cccc(c12)C3=O	-7.8	-3	7	-0.3	2.5	0.3	-1.8	2	4	5	-1.3
COc1cccc(OCc2cc(C(=O)N3CCC(C(O)C(C)C)CC3)no2)c1 (stereo not given)	2.0	1	-4	-0.6	0.5	-1.8	0.5	-6	-2	0	-1.1
Cc1ccc2[nH]c(O)c(N=Nc3ccccc3C)c2c1	1.0	-17	-1	-0.2	-1.3	4.3	-0.9	-3	10	-6	-0.1
Cc1ccc(CNC(=O)c2cnc3ccccc3n2)cc1	0.9	-3	1	0.1	0.2	0.0	-0.6	1	0	3	0.0
Cc1ccc(S(=O)(=O)N2C/C=C\CN(S(=O)(=O)c3ccccc3Br)CC2)cc1	-0.4	0	4	-1.4	-0.2	-3.0	-1.4	2	-9	3	-1.4
CCN(Cc1nc(-c2ccccc2)no1)C(=O)c1ccoc1C	2.1	-7	4	0.2	-2.1	-1.7	2.1	-5	6	-1	-0.8
CCC1(c2ccccc2)NC(=O)N(CC(=O)Nc2ccc(Cl)c(S(=O)(=O)N3CCCCC3)c2)C1=O (stereo not given)	-1.9	0	9	-0.5	-3.1	-1.8	-1.2	7	-38	4	-0.8
O=C(c1cc(=O)c2ccccc2o1)N(Cc1ccccc1)C1CCS(=O)(=O)C1 (stereo not given)	0.5	-7	-1	0.8	1.1	-0.1	1.1	-1	0	-1	-1.4

Record cards, from the list above. Order of values: GAA850 FXN act, PLC-beta3 inh, ADAM10 inh, DAX1 inh-1, hgDAF12 agonist, hcDAF12 agonist, DAX1 inh-2, ADAM17 inh, sPLA2-III inh, PLC-gamma1 inh, ssDAF-12 act
CCN(Cc1nc(-c2ccccc2)no1)C(=O)c1ccoc1C is entered as 2.1, -7, 4, 0.2, -2.1, -1.7, 2.1, -5, 6, -1, -0.8
COc1cccc(OCc2cc(C(=O)N3CCC(C(O)C(C)C)CC3)no2)c1 (stereo not given) is entered as 2.0, 1, -4, -0.6, 0.5, -1.8, 0.5, -6, -2, 0, -1.1

Next part.
SMILES	GAA850 FXN act	PLC-beta3 inh	ADAM10 inh	DAX1 inh-1	hgDAF12 agonist	hcDAF12 agonist	DAX1 inh-2	ADAM17 inh	sPLA2-III inh	PLC-gamma1 inh	ssDAF-12 act
CN1C=CC2=C(C#N)C(N)C(C#N)(C#N)[C@H](c3ccccc3)[C@H]2C1 (stereo not given in full)	0.6	i	i	-0.5	-1.4	0.5	-0.2	-224	2	-341	-1.6
CCc1noc(C)c1C(=O)N1CCN(S(=O)(=O)c2ccc(C)cc2)CC1	-1.3	-6	1	0.8	0.0	-1.0	0.6	-1	2	4	-0.9
C=Cc1ccc(N=Cc2c(O)ccc3ccccc23)cc1	-0.1	-14	-1	-0.3	-1.2	3.2	-0.1	3	15	-6	-1.0
COc1ccc(S(=O)(=O)N2CCN(CC(=O)N3CCc4ccccc4C3)CC2)cc1OC	-1.1	-3	-1	-0.2	0.2	-0.2	0.2	-7	-8	1	-0.4
COc1ccc(N2CS(=O)(=O)/C(=C/N(C)C)C2=O)cc1	3.7	2	-13	2.1	8.1	4.6	1.8	-4	2	9	-0.6
CC[C@@]1(C(=O)OC)N[C@H](CN(C)C(=O)COC)[C@@H]2C(=O)N(Cc3ccccc3)C(=O)[C@@H]21	1.0	2	-1	1.2	-0.1	0.1	-0.8	-2	1	-1	-1.2
OCCC1CN(Cc2cccc(F)c2F)CCN1CCc1ccccc1 (stereo not given)	0.8	0	8	-0.8	2.6	1.5	1.2	-1	0	0	-0.3
Cc1csc(Nc2ccccc2)n1	3.8	0	8	-0.6	1.0	-0.2	-0.4	1	1	4	-1.0

Compounds from the list above containing bromine, in the order listed:
SMILES	GAA850 FXN act	PLC-beta3 inh	ADAM10 inh	DAX1 inh-1	hgDAF12 agonist	hcDAF12 agonist	DAX1 inh-2	ADAM17 inh	sPLA2-III inh	PLC-gamma1 inh	ssDAF-12 act
CCOC(=O)c1[nH]c2ccc(Br)cc2c1NC(=O)CNC	0.1	0	-4	-0.1	1.8	9.9*	0.9	-3	4	-1	0.1
O=c1ccc(-c2ccc(S(=O)(=O)NCc3cccc(Br)c3)s2)n[nH]1	1.8	-10	-11	-0.4	-0.9	-2.5	0.3	-6	-19	-4	-1.0
Cc1ccc(S(=O)(=O)N2C/C=C\CN(S(=O)(=O)c3ccccc3Br)CC2)cc1	-0.4	0	4	-1.4	-0.2	-3.0	-1.4	2	-9	3	-1.4
